Vif-A3F inh – blocks the Vif interaction with APOBEC3F. Potency, µM (doses to about 46.1 µM), for the others: top-dose activity, negative = active. HeLa A3F-eYFP + Vif (tagged APOBEC3F with the HIV-1 protein that degrades it), YFP fluorescence increase. AID 602313. 390,000 compounds, 0.2% hits; note: % of control where 0% means no effect; nearly all actives have a fitted effect of over 65% in size
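HeLa cells stably expressing A3F-eYFP plus Vif, plated and incubated overnight at 37 deg C, then exposed to compounds overnight at 37 deg C. Blocked degradation read as raised yellow fluorescence (Ex 488/Em 500-530).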
RGS4 inhibitor – human RGS4 inhibition; P49798; Potency, µM (top dose mostly 114 µM), for the others: at the top dose activity change, negative = inhibition, most hits filed as inhibitors; 390,000 compounds, 0.039% hits; Transcreener GDP fluorescence polarization, RGS4-accelerated GTP hydrolysis; note: % is set by controls: 0 for no effect and ±100 for the full control effect; nearly all actives have a fitted effect of over 75% in size; some results filed as inactive show a strong effect at the top dose
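MLSMR compounds (23 nl, pin-transferred) preincubated 10 min at room temperature with a 500nM (2x) first reagent, then RGS4 at 900nM (2x) plus Transcreener GDP mix added; fluorescence polarization (620/688 nm) read before and after 90 min at 30 °C.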
rTrxR1 inhibitor – blocks rat thioredoxin reductase 1; O89049; recombinant rTrxR1, NADPH fluorescence consumption, selenite substrate; Potency, µM (titrated, usually from 114 µM), for inactives: at the top dose activity change, negative = inhibition, most hits filed as inhibitors; 390,000 compounds, 1% hits; AID 588453; note: % is set by controls: 0 for no effect and ±100 for the full control effect; nearly all actives have a fitted effect of over 65% in size
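Rat TrxR1 (90 nM in the dispensed reagent) was pre-reduced with 400 uM NADPH for 5 min at room temperature, then incubated with compound for 15 min. After 400 uM selenite was added, NADPH fluorescence (Ex 340/Em 450 nm) was followed for 8 min.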
Vif-A3G inh – inhibitors of Vif-APOBEC3G interaction | Q9HC16 | HeLa A3G-eYFP + Vif (tagged APOBEC3G with the HIV-1 protein that degrades it), YFP fluorescence, overnight | Potency, µM (titrated, usually from 46.1 µM), for the others: top-dose activity, negative = active, most hits filed as inhibitors | 410,000 compounds, 0.076% hits | AID 602310;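 note: % is set by controls: 0 for no effect and ±100 for the full control effect; nearly all actives have a fitted effect of over 60% in size; hits raise eYFP signal because A3G escapes Vif-driven loss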
Target sequence (Q9HC16 whole entry, looked up): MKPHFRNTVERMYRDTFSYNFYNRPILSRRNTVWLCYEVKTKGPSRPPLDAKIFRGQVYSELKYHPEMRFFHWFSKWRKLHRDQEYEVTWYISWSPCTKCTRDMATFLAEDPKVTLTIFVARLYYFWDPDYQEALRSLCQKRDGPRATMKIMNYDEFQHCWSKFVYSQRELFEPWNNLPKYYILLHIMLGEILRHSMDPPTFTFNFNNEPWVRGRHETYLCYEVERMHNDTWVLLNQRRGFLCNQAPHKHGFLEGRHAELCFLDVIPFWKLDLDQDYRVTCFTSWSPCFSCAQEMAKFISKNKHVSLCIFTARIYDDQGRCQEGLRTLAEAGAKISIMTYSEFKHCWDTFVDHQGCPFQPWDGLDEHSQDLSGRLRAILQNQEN
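HeLa cells stably expressing Vif and C-terminally eYFP-tagged A3G, seeded overnight at 37 deg C, then exposed to compound by pintool overnight at 37 deg C. Rise in yellow fluorescence (Ex 488/Em 500-530, Acumen) marks blocked Vif-driven A3G degradation.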
TrxR1 substrate – substrates of rat thioredoxin reductase 1. O89049. purified TrxR1 substrate turnover, NADPH consumption readout. Potency, µM (doses to about 114 µM), for the others: at the top dose activity change, negative = substrate turnover. 390,000 compounds, 0.01% hits; note: % is set by controls: 0 for no effect and ±100 for the full control effect; nearly all actives have a fitted effect of over 50% in size
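Rat TrxR1, dispensed at 90 nM, was prereduced with 400 uM NADPH (final) for 5 min at ~22 deg C, then incubated with compound 15 min before 400 uM selenite. A first-read NADPH fluorescence drop versus no-compound background flagged substrates.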
USP1 inh – USP1/UAF1 (human) deubiquitinase inhibition; Potency, µM (doses to about 57.1 µM), inactives show top-dose activity change, negative = inhibition, usual class: inhibitors; O94782; 390,000 compounds, 0.23% hits; recombinant USP1/UAF1, Ub-Rhodamine cleavage fluorescence; note: % is set by controls: 0 for no effect and ±100 for the full control effect; nearly all actives have a fitted effect of over 60% in size; inactives centre near -12
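High-throughput fluorogenic screen: 1nM USP1/UAF1 complex, Ub-Rho substrate 150nM final, 50mM HEPES pH 7.8 with 0.5mM EDTA, 0.1 mg/ml BSA, 1mM TCEP and 0.01% Tween-20.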
12-LOX inh – blocks human arachidonate 12S-lipoxygenase; purified 12hLO, xylenol orange hydroperoxide absorbance; Potency, µM (doses to about 108 µM), for inactives: top-dose activity change, negative = inhibition, actives largely listed as inhibitors; 580,000 compounds, 1.1% hits; note: % is set by controls: 0 for no effect and ±100 for the full control effect
Target sequence (P18054 whole entry, looked up): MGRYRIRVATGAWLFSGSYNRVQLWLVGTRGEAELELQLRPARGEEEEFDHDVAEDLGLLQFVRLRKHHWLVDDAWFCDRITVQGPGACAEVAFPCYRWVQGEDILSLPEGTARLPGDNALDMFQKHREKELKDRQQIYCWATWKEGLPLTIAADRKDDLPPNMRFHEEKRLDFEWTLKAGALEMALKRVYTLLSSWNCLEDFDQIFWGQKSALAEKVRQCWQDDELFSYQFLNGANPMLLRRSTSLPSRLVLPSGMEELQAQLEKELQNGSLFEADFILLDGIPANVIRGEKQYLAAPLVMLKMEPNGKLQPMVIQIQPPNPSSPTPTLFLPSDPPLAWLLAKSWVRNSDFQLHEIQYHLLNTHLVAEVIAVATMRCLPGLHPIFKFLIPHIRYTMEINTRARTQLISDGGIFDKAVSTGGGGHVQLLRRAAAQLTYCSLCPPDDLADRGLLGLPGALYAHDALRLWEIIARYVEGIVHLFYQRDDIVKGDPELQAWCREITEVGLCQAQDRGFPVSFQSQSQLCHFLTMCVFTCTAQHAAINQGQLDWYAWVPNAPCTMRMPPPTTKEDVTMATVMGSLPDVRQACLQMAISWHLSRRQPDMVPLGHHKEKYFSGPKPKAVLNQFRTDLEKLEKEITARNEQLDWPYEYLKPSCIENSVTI
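Purified human 12hLO at 150 nM in 25 mM Hepes, 0.01% Triton X-100, pH 7.0, preincubated 15 min at room temperature with compound. Reaction started with 40 uM arachidonic acid, 30 min at room temperature. Hydroperoxide measured by Fe-xylenol orange, 573/405 nm absorbance ratio.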
RXFP1 agonist – RXFP1 (human) receptor agonism; HEK293T-RXFP1 cAMP TR-FRET, 30 min; response scale: percent of porcine relaxin response, buffer zero; Potency, µM (titrated, usually from 57.5 µM), for inactives: top-dose activation, actives largely listed as activators; 370,000 compounds, 0.3% hits; note: % is set by controls: 0 for no effect and ±100 for the full control effect; nearly all actives have a fitted effect of over 60% in size; many of its hits are not listed in these tables
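cAMP rise read by TR-FRET after 30 min, 37C compound exposure (up to 58 uM) in RXFP1-transfected HEK293 cells with Ro 20174 present. EC50 from Hill-equation fits, with 29 nM porcine relaxin as 100% and buffer as basal.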
mIDH1 inhibitor – human IDH1 R132H inhibition. O75874. IDH1-R132H enzyme, NADPH consumption, diaphorase/resazurin fluorescence. Potency, µM (top dose mostly 76.6 µM), for inactives: at the top dose activity change, negative = inhibition, hits mostly inhibitors. 390,000 compounds, 0.093% hits. AID 602179; note: % is set by controls: 0 for no effect and ±100 for the full control effect; nearly all actives have a fitted effect of over 65% in size
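IDH1-R132H (0.5 ug/mL) preincubated 30 min with compound, then NADPH (0.016 mM) and alpha-KG (2 mM) added; 80 min at RT, pH 7.5. Remaining NADPH coupled via diaphorase/resazurin to fluorescence (540/590 nm); concentration-response curves normalized to no-enzyme control.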
* marks the source's active call; other numbers are inactive results; i = inactive; ? = inconclusive; · = no result given; & = joins results of further samples; [ ] = another dose, or the depositor's remark. Calls come from the whole dose curve; as a rule, active = well fitted curve in the direction sought with a large enough effect; inconclusive = small, poorly fitted or top-dose-only effect, or another doubt; inactive = no such curve, though single readings can be large; an effect the other way counts as inactive or inconclusive. Potency is the fitted concentration of half-maximal effect. A portion of the library; the hit share may differ from the screen's.

molecule,Vif-A3F inh,RGS4 inhibitor,rTrxR1 inhibitor,Vif-A3G inh,TrxR1 substrate,USP1 inh,12-LOX inh,RXFP1 agonist,mIDH1 inhibitor
Cc1cccc2c1=NC(=O)/C(=C/c1c(O)[nH]c(=O)[nH]c1=O)C=2,-9%,?,?,0%,9%[57.1 µM],-9%,-28%,0.0%,6%
CC(C)(C)c1ccc(S(=O)(=O)N2CC3CC(C2)c2cccc(=O)n2C3)cc1 (stereo unspecified),-2%,10%,-15%,1%,-4%,10%,-25%,2.6%,3%
Cc1ncc(CN2CCCC(C(=O)c3cccc(Cl)c3)C2)s1 (stereo unspecified),0%,-1%[56.9 µM],15%[11.4 µM],-3%,9%[11.4 µM],-17%,-2%,-0.7%,6%
c1cc2c(c(NC3=NCCCS3)c1)CCCC2,1%,·,·,0%,·,-29%,-7%,·,-5%
CCCCn1c(O)c(C=NC2CC3CCC2(C)C3(C)C)c(=O)[nH]c1=O (stereo unspecified),0%,36%,18%[57.1 µM],1%,8%[57.1 µM],-16%,-36%,0.2%,-1%
N#C/C(N)=C(/N)C#N,2%,-7%,2%,2%,-1%,?,1%,-0.8%,-10%
Cc1cccc(N2C(=O)/C(=C/c3ccc(N4CCN(C)CC4)o3)C(=O)NC2=S)c1C,?,?,?,-15%,-14%,?,45µM*,-0.8%,3%
C=CCn1c(O)c(/C(C)=N/N2CCCCCC2)c(=O)[nH]c1=O,7%,-22%,16%[57.1 µM],1%,-21%[57.1 µM],-13%,159%[activator],0.6%,5%
CCCCCCCCN=Cc1c(O)[nH]c(=O)[nH]c1=O,-7%,37%,28%[57.1 µM],2%,4%,-12%,98%[activator],0.9%,-3%
COc1ccc(CNC(=O)CSCc2cnn(-c3ccccc3)c2-n2cccc2)cc1OC,1%,13%,18%,4%,9%,?,-20%,-0.4%,-5%
O=S(=O)(c1ccccc1)N1CCN2CCCC2C1 (stereo unspecified),9%,19%,1%[57.1 µM],0%,4%[57.1 µM],-16%,?,1.2%,11%
O=C1C(Cl)=CC(=Nc2ccc(O)cc2)C=C1Cl,-1%,?,1.6µM*,-8%,-3%,-24%,0%,0.6%,2%
Clc1ccc(NC2=NCCCS2)cc1Cl,5%,18%,0%[57.1 µM],0%,4%[57.1 µM],-7%,-14%,-0.8%,9%
CC(=O)c1ccc(N2CCN(S(=O)(=O)c3cc(-c4onc(C)c4C)ccc3C)CC2)cc1,3%,-1%,5%[57.1 µM],7%,1%[57.1 µM],?,-15%,0.8%,10%
Cc1cc(OCC(=O)OC(C)(C)C)c2c3c(c(=O)oc2c1)CCC3,·,-32%,13%,3%,7%,-13%,0%,6.6%,6%
O=C(NC1CCCCCC1)c1ccc[nH]c1=S,-30%,?,-20%[57.1 µM],0%,8%,-17%,-25%,0.0%,5%
CCCCn1c(O)c(C(C)=NC(C)c2ccccc2)c(=O)[nH]c1=O (stereo unspecified),1%,3%,-11%,?,-11%,-3%,12%,-0.4%,-1%
N#Cc1ccc(NC(=O)CN2CCCCCC2)cc1Cl,?,23%,-17%,2%,5%,4%,?,1.9%,4%
Cc1ccc2c(c1)c(=O)c1c3n2CCN(CC2CO2)C3CC1 (stereo unspecified),-2%,-16%,-7%[57.1 µM],2%,6%[57.1 µM],-19%,-14%,3.9%,1%
O=C(CN1C2CCC1CC(O)(c1cccnc1)C2)Nc1ccc2c(c1)OCO2 (stereo unspecified),2%,-36%,-15%[57.1 µM],1%,2%,0%,0%,0.1%,5%
COc1ccc(CNCCc2ccc3c(c2)OCO3)c(OC)c1OC,4%,40%,9%,-8%,1%,-11%,?,1.7%,-3%
O=C(Oc1c(Br)cc(Br)c2cccnc12)N1CCCCC1,-7%,17%,0%[57.1 µM],-7%,-1%[57.1 µM],-5%,-22%,?,8%
CCC12CN3CCN(CC(C3)/C1=N/NC(N)=O)C2,1%,-14%,7%[57.1 µM],0%,-24%[57.1 µM],-2%,6%,0.2%,6%
C[C@]12CCC3C(CC[C@H]4C[C@@H](O)CC[C@]34C)C1C[C@@H](O)C2=O (stereo partly specified),-7%,-18%,17%,0%,10%,-17%,6%,·,1%
Cc1cccc(-n2c(O)c(C)c(=O)[nH]c2=S)c1,3%,-36%[11.4 µM],-18%,5%,-2%,-25%,45µM*,1.7%,0%
CN1C(=O)/C(=C\N2CCc3ccccc32)C(=O)NC1=S,-15%,-32%,-60%,-5%,-7%,-10%,-22%,0.0%,-3%
CC/C(=N\N1CCCCC1)c1c(O)[nH]c(=O)[nH]c1=O,-5%,-4%,-5%[57.1 µM],1%,5%[57.1 µM],-2%,?,0.3%,-8%
CCOC(=O)c1c(C)n(CC(O)CN2CCOCC2)c2cc(Br)c(OC)cc12 (stereo unspecified),5%,3%,17%[57.1 µM],-1%,8%[57.1 µM],-16%,?,1.0%,8%
CN(C)C1=NP(N(C)C)(N(C)C)=NC(c2ccccc2)=N1,·,-8%,3%,-4%,1%,-1%,0%,0.6%,1%
O=C(O)C1CN2CCC1CC2 (stereo unspecified),-6%,-5%,7%,1%,4%,-15%,-18%,-1.2%,8%
CCCCn1c(C)c(C(=O)O)c2cc(OC)ccc21,1%,-17%,27%,0%,14%,3%,-6%[57.4 µM],3.0%,4%
Cc1nc2ccc(Cl)cc2c(-c2ccccc2)c1C(=O)O,-3%,-25%,6%,-17%,2%,1%,-17%,-0.5%,22%

Arranged by molecular weight (descending): three of the compounds above.
molecule,Vif-A3F inh,RGS4 inhibitor,rTrxR1 inhibitor,Vif-A3G inh,TrxR1 substrate,USP1 inh,12-LOX inh,RXFP1 agonist,mIDH1 inhibitor
CCOC(=O)c1c(C)n(CC(O)CN2CCOCC2)c2cc(Br)c(OC)cc12 (stereo unspecified),5%,3%,17%[57.1 µM],-1%,8%[57.1 µM],-16%,?,1.0%,8%
Cc1nc2ccc(Cl)cc2c(-c2ccccc2)c1C(=O)O,-3%,-25%,6%,-17%,2%,1%,-17%,-0.5%,22%
Cc1cccc(-n2c(O)c(C)c(=O)[nH]c2=S)c1,3%,-36%[11.4 µM],-18%,5%,-2%,-25%,45µM*,1.7%,0%

(further entries)
molecule,Vif-A3F inh,RGS4 inhibitor,rTrxR1 inhibitor,Vif-A3G inh,TrxR1 substrate,USP1 inh,12-LOX inh,RXFP1 agonist,mIDH1 inhibitor
Cc1ccccc1CNC(=O)c1ccc(-c2nc(CS(=O)(=O)c3ccccc3)c(C)o2)cc1,-13%,17%,21%,3%,43%[activator],-19%,-11%,-2.1%,13%
CCSc1nnc(NC(=O)c2cccn(Cc3ccc(Cl)cc3)c2=O)s1,5%,-15%,24%[57.1 µM],-1%,6%[57.1 µM],-17%,0%,5.9%,-5%
CN1CCN(c2ncc(C=O)s2)CC1,3%,29%,4%,4%,-12%,-2%,2%,1.1%,-4%
CCOC(=O)c1ccc(N=Cc2c(O)n(-c3ccc(OC)cc3)c(=S)[nH]c2=O)cc1,1%,-44%,-15%,1%,-7%,-16%,-12%,-1.4%,11%
CCCC(=O)OCC[N+](C)(C)C,6%,-5%,8%,-1%,3%,-20%,-30%&7%,-1.0%,-9%
Cc1cccc(-n2c(O)c(C=NCCN3CCCCC3)c(=O)[nH]c2=O)c1,-3%,-6%,39%[57.1 µM],0%,10%,1%,i,0.8%,0%
CN[C@H](CC(C)C)C(=O)N[C@H]1C(=O)N[C@@H](CC(N)=O)C(=O)N[C@@H]2C(=O)N[C@H]3C(=O)N[C@H](C(=O)N[C@H](C(=O)O)c4cc(O)cc(O)c4-c4cc3ccc4O)[C@H](O)c3ccc(c(Cl)c3)Oc3cc2cc(c3O[C@@H]2O[C@H](CO)[C@@H](O)[C@H](O)[C@@H]2O[C@H]2C[C@](C)(N)[C@H](O)[C@H](C)O2)Oc2ccc(cc2Cl)[C@H]1O,·,-12%[56.9 µM],9%[57.1 µM],·,9%[57.1 µM],·,-3%[57.4 µM],·,·
C=C(C)CSc1nnc([C@@H](N)Cc2ccccc2)o1,0%,-26%,-2%[57.1 µM],0%,8%,10%,405%[activator],-1.0%,13%
CC(C)(C)c1ccc(S(=O)(=O)Nc2ccc(O)c(Sc3nc4ccccc4s3)c2)cc1,6%,-15%,14%,-13%,-5%,-25%,?,0.6%,40µM*
OC(c1ccccc1)(c1ccccc1)c1ccncc1,2%,-10%,22%,2%,5%,-19%,-3%,1.4%,-1%
CC(=O)O[C@H]1CC[C@]2(C=O)C3CC[C@]4(C)[C@@H](C5=CC(=O)OC5)CC[C@]4(O)C3CC[C@]2(O)C1 (stereo partly specified),·,20%,4%,-8%,-1%,·,·,·,·
CC(C)C1(C)N=C(c2ncccc2C(=O)O)NC1=O (stereo unspecified),0%,-14%,6%,0%,7%,-10%,?,0.0%,5%

Screens from PubChem.
